Assay outcomes: PubChem, National Center for Advancing Translational Sciences (NCATS)
EPAC1 antag: antagonists of human EPAC1; EPAC1 GEF assay, Rap1b-BODIPY-GDP exchange fluorescence; AID 720709; 360,000 tested, 0.14% active; O95398; Potency, µM (doses to about 115 µM), for inactives: at the top dose activity change, negative = inhibition, usual class: inhibitors;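 note: plate controls were vehicle for no effect and positive control for full effect; nearly all actives have a fitted effect of over 50% in size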
EPAC1 agonist: EPAC1 (human) agonism | O95398 | EPAC1 agonist qHTS, biochemical assay; response scale: 100% = response to 6.5 mM cAMP | Potency, µM (series often up to 154 µM), for inactives: top-dose activation, hits mostly activators | 360,000 tested, 0.073% active | AID 720707; note: nearly all actives have a fitted effect of over 60% in size
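Nucleotide exchange by EPAC1 (100 nM) on Rap1B–BODIPY-GDP (250 nM) in the presence of 50 uM GDP is tracked fluorescently at 480/540 nm over 30 min. Signals are normalized to a 6.5 mM cAMP control.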
PTHR1 agonist: agonists of human PTHR1 parathyroid hormone receptor | Potency, µM (top dose mostly 115 µM), inactives show top-dose activation, usual class: activators | 410,000 tested, 0.075% active | AID 743266 | Q03431 | HEK293 GP2 PTHR1 cells, GloSensor cAMP luminescence, 1 h; note: nearly all actives have a fitted effect of over 55% in size; some results filed as inactive show a strong effect at the top dose; inactives centre near -15; many of its hits are not listed in these tables
Target sequence (Q03431 whole entry, looked up): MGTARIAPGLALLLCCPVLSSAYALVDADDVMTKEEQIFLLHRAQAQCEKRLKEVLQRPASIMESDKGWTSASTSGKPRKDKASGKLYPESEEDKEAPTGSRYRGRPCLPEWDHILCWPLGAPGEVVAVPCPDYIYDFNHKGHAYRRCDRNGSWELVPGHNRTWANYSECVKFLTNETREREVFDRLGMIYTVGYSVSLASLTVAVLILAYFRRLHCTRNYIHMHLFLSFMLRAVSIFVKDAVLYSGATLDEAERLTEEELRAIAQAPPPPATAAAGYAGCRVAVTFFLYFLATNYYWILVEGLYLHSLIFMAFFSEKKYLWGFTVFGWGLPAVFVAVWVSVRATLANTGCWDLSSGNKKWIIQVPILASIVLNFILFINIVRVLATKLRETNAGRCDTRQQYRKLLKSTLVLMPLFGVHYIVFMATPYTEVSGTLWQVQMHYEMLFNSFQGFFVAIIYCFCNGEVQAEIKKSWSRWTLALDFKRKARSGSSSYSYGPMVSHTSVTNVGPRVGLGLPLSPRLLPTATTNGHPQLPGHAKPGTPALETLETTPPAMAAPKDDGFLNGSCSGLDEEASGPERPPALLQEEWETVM
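HEK-293-derived GP2 cells expressing PTHR1 and a GloSensor cAMP reporter, 3,000/well, plated overnight, given luciferin plus IBMX (each 0.5 mM as added) for 1 h at 37 °C, then compound for 1 h at 37 °C. Luminescence was read after 15 min at room temperature.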
FUS suppressor: suppressors of FUS proteinopathy in yeast; S. cerevisiae FUS-expressing, growth rescue, OD600, 24 h; Potency, µM (titrated, usually from 76.6 µM), inactives show at the highest dose growth rescue (activation), usual class: activators; 390,000 tested, 0.24% active;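 note: plate controls were DMSO vehicle for no effect and reference control for full effect; nearly all actives have a fitted effect of over 55% in size; some results filed as inactive show a strong effect at the top dose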
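Restored growth of FUS-toxic S. cerevisiae, read as 600 nm absorbance after 24 h at 30C in galactose medium (starting OD 0.005). Controls CP55940 and DMSO.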
TDP-43 yeast inh: TDP-43 toxicity inhibition in yeast | TDP-43 expressing yeast growth rescue, BacTiter-Glo, 24 h | Potency, µM (top dose mostly 46.1 µM), inactives show at the highest dose growth rescue (activation), most hits filed as activators | 410,000 tested, 1.8% active | AID 652104; note: % of control where 0% means no effect; nearly all actives have a fitted effect of over 50% in size
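Yeast expressing TDP-43 (pregrown in raffinose, seeded at OD600=0.02 in galactose medium) exposed to compounds 24 hr at 30 deg C. Growth read by BacTiter-Glo luminescence; rescue of toxicity appears as increased signal.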
aSyn rescue: rescues yeast growth from alpha-synuclein toxicity. Yeast expressing alpha-synuclein, growth rescue, BacTiter-Glo, 24 h. Potency, µM (top dose mostly 46.1 µM), for the others: at the top dose growth rescue (activation), hits mostly activators. 370,000 tested, 0.14% active; note: % of control where 0% means no effect; nearly all actives have a fitted effect of over 65% in size
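Galactose-induced alpha-syn yeast (OD600=0.02, raffinose-pregrown) + pinned cpd, 24 hr, 30 deg C; growth by BacTiter-Glo luminescence. Growth restoration scores as activation.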
EPAC2 antagonist: EPAC2 (human) antagonism. Q8WZA2. EPAC2 GEF exchange of Rap1B-BODIPY-GDP, fluorescence. Potency, µM (highest dose often 114 µM), without a hit: at the top dose activity, negative = inhibition, hits mostly inhibitors. 360,000 tested, 0.18% active. AID 720708; note: % is set by controls: 0 for no effect and ±100 for the full control effect; nearly all actives have a fitted effect of over 45% in size; many of its hits are not listed in these tables
EPAC2 agonist: activates human EPAC2 exchange factor | Q8WZA2 | EPAC2 activation, biochemical qHTS; response scale: 100% = 6.5 mM cAMP response | Potency, µM (series often up to 154 µM), without a hit: at the top dose activation, hits mostly activators | 360,000 tested, 0.079% active | AID 720711; note: nearly all actives have a fitted effect of over 50% in size
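Compounds were added across a concentration range to EPAC2 (100 nM), RAP1B-BODIPY-GDP (250 nM) and GDP (50 uM). After 5 min at room temperature, fluorescence was recorded at 5-min intervals for 30 min.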
Active calls of the source: *; [ ] = another dose, or the depositor's remark. Calls come from the whole dose curve; as a rule, active = well fitted curve in the direction sought with a large enough effect; inconclusive = small, poorly fitted or top-dose-only effect, or another doubt; inactive = no such curve, though single readings can be large; an effect the other way counts as inactive or inconclusive. Potency is the fitted concentration of half-maximal effect. Not all compounds are listed; the hit share may differ from the screen's.

Results for CC(C)(CO)CN1CCC(n2nccc2NC(=O)C2CCCC2)CC1 ?
EPAC1 antag: -19%; EPAC1 agonist: 4%; PTHR1 agonist: -9%; TDP-43 yeast inh: 20%; aSyn rescue: -2%; EPAC2 antagonist: 7%; EPAC2 agonist: 2%

Results for Cc1cc(C(=O)N/N=C/c2cn(C)nc2C)c2ccccc2n1 ?
EPAC1 antag: -25%; EPAC1 agonist: 1%; PTHR1 agonist: inactive; FUS suppressor: -12%; TDP-43 yeast inh: 22%; aSyn rescue: 1%; EPAC2 antagonist: -3%; EPAC2 agonist: 2%

How did COc1ccc(OC)c(NC(=O)CCN2CCN(c3ccccc3F)CC2)c1 do in these assays?
EPAC1 antag: -6%; EPAC1 agonist: 0%; PTHR1 agonist: inactive; FUS suppressor: 3%; TDP-43 yeast inh: -5%; aSyn rescue: -2%; EPAC2 antagonist: 0%; EPAC2 agonist: 5%

How did Cc1ccc(NC(=O)Cn2cnc3onc(-c4ccc(F)cc4)c3c2=O)c(Cl)c1 do in these assays?
PTHR1 agonist: -15%; FUS suppressor: -3%; TDP-43 yeast inh: 7%; aSyn rescue: -11%

What do the screens show for `COc1ccccc1CNC(=O)COC(=O)Cc1ccsc1`?
EPAC1 antag: 4%; EPAC1 agonist: 5%; PTHR1 agonist: inactive; FUS suppressor: 13%; TDP-43 yeast inh: 3%; aSyn rescue: 2%; EPAC2 antagonist: -2%; EPAC2 agonist: 9%

How did Cc1nc(N2CCOCC2)nc(OCCN2CCOCC2)c1[N+](=O)[O-] do in these assays?
EPAC1 antag: 10%; EPAC1 agonist: -5%; PTHR1 agonist: inactive; FUS suppressor: 1%; TDP-43 yeast inh: -17%[0.397 µM]; aSyn rescue: -5%; EPAC2 antagonist: -4%; EPAC2 agonist: -3%

Results for CCc1c(C)nn(C(=O)/C(C#N)=C\N(C)C)c1C ?
EPAC1 antag: 4%; EPAC1 agonist: -10%; PTHR1 agonist: inactive; FUS suppressor: -10%; TDP-43 yeast inh: 6%; aSyn rescue: 5%; EPAC2 antagonist: -1%; EPAC2 agonist: -4%

How did CCC1CCCCN1C1Sc2ccc(C(=O)OC)cc2NC1=O (stereo not drawn) do in these assays?
EPAC1 antag: 0%; EPAC1 agonist: 10%; PTHR1 agonist: -18%; FUS suppressor: -12%; TDP-43 yeast inh: 9%; aSyn rescue: 18%; EPAC2 antagonist: -7%; EPAC2 agonist: 14%

What do the screens show for `CCCNCC1C(Oc2ccc(Cl)cc2Cl)C(=O)N1c1cccc(C)c1C` (stereo not drawn)?
EPAC1 antag: -27%; EPAC1 agonist: 8%; PTHR1 agonist: -1%; FUS suppressor: -8%; TDP-43 yeast inh: -4%; aSyn rescue: -4%; EPAC2 antagonist: -23%; EPAC2 agonist: 10%

What do the screens show for `C/C(=N/NC(=O)Cc1cccc2ccccc12)c1cccs1`?
EPAC1 antag: -5%; EPAC1 agonist: -15%; PTHR1 agonist: inactive; FUS suppressor: 10%; TDP-43 yeast inh: -1%; aSyn rescue: 3%; EPAC2 antagonist: 11%; EPAC2 agonist: -3%

Results for COc1ccc(C2=NOC(C(=O)Nc3ccc4c(c3)OCO4)C2)cc1 (stereo not drawn) ?
EPAC1 antag: -14%; EPAC1 agonist: 8%; PTHR1 agonist: -46%[inhibitor]; FUS suppressor: -17%; TDP-43 yeast inh: 11%; aSyn rescue: -1%; EPAC2 antagonist: -10%; EPAC2 agonist: 9%

Results for O=C(NNC(=O)c1cccnc1)NC1CCCCC1 ?
EPAC1 antag: -14%; EPAC1 agonist: 4%; PTHR1 agonist: inactive; FUS suppressor: -42%; TDP-43 yeast inh: 3%; aSyn rescue: -4%; EPAC2 antagonist: 16%; EPAC2 agonist: 7%

What do the screens show for `c1ccc(-c2n[nH]c(-c3ccccc3)c2-c2nc3ccccc3[nH]2)cc1`?
EPAC1 antag: -5%; EPAC1 agonist: 16%; PTHR1 agonist: -12%[57.5 µM]; FUS suppressor: 7%; TDP-43 yeast inh: -6%; aSyn rescue: 7%; EPAC2 antagonist: 0%; EPAC2 agonist: 17%

Results for Nn1c(COc2ccccc2)nnc1SCC(=O)O ?
EPAC1 antag: -8%; EPAC1 agonist: 2%; PTHR1 agonist: -6%[57.5 µM]; FUS suppressor: 15%; TDP-43 yeast inh: -2%; aSyn rescue: -3%; EPAC2 antagonist: -3%; EPAC2 agonist: 15%

How did O=C(COC(=O)CNS(=O)(=O)c1ccc(F)c(F)c1F)NC1CCCC1 do in these assays?
EPAC1 antag: 6%; EPAC1 agonist: 3%; PTHR1 agonist: 15%; FUS suppressor: 4%; TDP-43 yeast inh: inconclusive; aSyn rescue: 0%; EPAC2 antagonist: 1%; EPAC2 agonist: 6%

How did Cc1cc2nc(SC(C)C(=O)O)[nH]c2cc1C (stereo not drawn) do in these assays?
EPAC1 antag: 5%; EPAC1 agonist: -4%; PTHR1 agonist: -3%; FUS suppressor: -21%; TDP-43 yeast inh: 7%; aSyn rescue: 2%; EPAC2 antagonist: -2%; EPAC2 agonist: 8%

How did c1ccc(-c2noc(-c3cccnc3)n2)cc1 do in these assays?
EPAC1 antag: 2%; EPAC1 agonist: 9%; PTHR1 agonist: -79%[inhibitor]; FUS suppressor: -12%; TDP-43 yeast inh: -15%; aSyn rescue: 1%; EPAC2 antagonist: -5%; EPAC2 agonist: 13%

How did CN1CC(c2ccccc2)C2(SC(=S)N(Cc3ccco3)C2=O)C12C(=O)Nc1ccccc12 (stereo not drawn) do in these assays?
EPAC1 antag: -2%; EPAC1 agonist: 22%; PTHR1 agonist: -15%; FUS suppressor: 26%; TDP-43 yeast inh: -27%; aSyn rescue: -25%; EPAC2 antagonist: -12%; EPAC2 agonist: 24%

What do the screens show for `Cc1ccc(C2=NN(C(=O)CCC(=O)O)C(c3cccc([N+](=O)[O-])c3)C2)cc1` (stereo not drawn)?
EPAC1 antag: -15%; EPAC1 agonist: 1%; PTHR1 agonist: inconclusive; FUS suppressor: 18%; aSyn rescue: -2%; EPAC2 antagonist: -1%; EPAC2 agonist: 10%

What do the screens show for `O=C(O)C1CC=CCC1C(=O)Nc1ccc(S(=O)(=O)N2CCCc3ccccc32)cc1` (stereo not drawn)?
EPAC1 antag: -7%; EPAC1 agonist: 4%; PTHR1 agonist: inactive; FUS suppressor: 36%; TDP-43 yeast inh: -18%; aSyn rescue: -2%; EPAC2 antagonist: 5%; EPAC2 agonist: 9%

The final two entries of the section before open the next one.
What do the screens show for `Cc1ccc(C2=NN(C(=O)CCC(=O)O)C(c3cccc([N+](=O)[O-])c3)C2)cc1` (stereo not drawn)?
EPAC1 antag: -15%; EPAC1 agonist: 1%; PTHR1 agonist: inconclusive; FUS suppressor: 18%; aSyn rescue: -2%; EPAC2 antagonist: -1%; EPAC2 agonist: 10%

What do the screens show for `O=C(O)C1CC=CCC1C(=O)Nc1ccc(S(=O)(=O)N2CCCc3ccccc32)cc1` (stereo not drawn)?
EPAC1 antag: -7%; EPAC1 agonist: 4%; PTHR1 agonist: inactive; FUS suppressor: 36%; TDP-43 yeast inh: -18%; aSyn rescue: -2%; EPAC2 antagonist: 5%; EPAC2 agonist: 9%

Results for CC(C)C(OC(=O)c1ccco1)C(=O)NC1CCCCC1 (stereo not drawn) ?
EPAC1 antag: -24%; EPAC1 agonist: -8%; PTHR1 agonist: inactive; FUS suppressor: 9%; TDP-43 yeast inh: -15%; aSyn rescue: -1%; EPAC2 antagonist: -4%; EPAC2 agonist: 5%

How did Cc1csc(NC(=O)CCn2c(=O)sc3ccccc32)n1 do in these assays?
EPAC1 antag: 1%; EPAC1 agonist: 0%; PTHR1 agonist: inactive; FUS suppressor: 17%; TDP-43 yeast inh: inconclusive; aSyn rescue: 3%; EPAC2 antagonist: 3%; EPAC2 agonist: -10%

What do the screens show for `O=C(NCCCN1CCCCCC1)c1cc2c(=O)oc3ccccc3c2s1`?
EPAC1 antag: -13%; EPAC1 agonist: 1%; PTHR1 agonist: inactive; FUS suppressor: 32%; TDP-43 yeast inh: -21%; aSyn rescue: 11%; EPAC2 antagonist: 2%; EPAC2 agonist: 8%

Results for O=C(CSc1nccc(=O)[nH]1)Nc1ccc(F)c(Cl)c1 ?
EPAC1 antag: 3%; EPAC1 agonist: 7%; PTHR1 agonist: -2%; FUS suppressor: 12%; TDP-43 yeast inh: -16%; aSyn rescue: 1%; EPAC2 antagonist: 4%; EPAC2 agonist: 0%

What do the screens show for `O=S(=O)(c1ccccc1)N1CCN(C(=S)Nc2ccc(Br)cc2)CC1`?
EPAC1 antag: -25%; EPAC1 agonist: 9%; PTHR1 agonist: -49%[inhibitor]; FUS suppressor: 2%; TDP-43 yeast inh: 6%; aSyn rescue: 10%; EPAC2 antagonist: -4%; EPAC2 agonist: 3%

How did CCNC(=S)Nc1cc(OCC)c(NC(=O)c2ccco2)cc1OCC do in these assays?
EPAC1 antag: -4%; EPAC1 agonist: 5%; PTHR1 agonist: inactive; TDP-43 yeast inh: -7%; aSyn rescue: -1%; EPAC2 antagonist: 0%; EPAC2 agonist: 5%

How did C[C@H]1CN([C@@H](C)CO)C(=O)CCCn2nncc2CO[C@@H]1CN(C)S(=O)(=O)c1cn(C)cn1 do in these assays?
EPAC1 antag: 8%; EPAC1 agonist: 0%; PTHR1 agonist: -10%; FUS suppressor: -26%; TDP-43 yeast inh: 25%; aSyn rescue: 1%; EPAC2 antagonist: 3%; EPAC2 agonist: 0%

Results for O=C(NCCC1=CCCCC1)C1CCCN(S(=O)(=O)c2cccc3cccnc23)C1 (stereo not drawn) ?
EPAC1 antag: 0%; EPAC1 agonist: -11%; PTHR1 agonist: -94%[inhibitor]; FUS suppressor: 18%; TDP-43 yeast inh: 6%; aSyn rescue: -9%; EPAC2 antagonist: -7%; EPAC2 agonist: -2%

Results for NC(=O)CSc1nnc(COc2ccccc2)n1Cc1ccco1 ?
EPAC1 antag: -10%; EPAC1 agonist: -5%; PTHR1 agonist: -8%; FUS suppressor: -50%; TDP-43 yeast inh: 0%; aSyn rescue: 2%; EPAC2 antagonist: 1%; EPAC2 agonist: -2%

How did CCC1Oc2ccccc2N(CC(=O)NCCCN2CCCC2)C1=O (stereo not drawn) do in these assays?
EPAC1 antag: -1%; EPAC1 agonist: 15%; PTHR1 agonist: inactive; FUS suppressor: 3%; TDP-43 yeast inh: -8%; aSyn rescue: -3%; EPAC2 antagonist: 4%; EPAC2 agonist: -7%

How did COC(=O)c1ccccc1C(=O)N1CCCC(CCC(=O)NCc2ccc(F)c(F)c2)C1 (stereo not drawn) do in these assays?
EPAC1 antag: -1%; EPAC1 agonist: -7%; PTHR1 agonist: inactive; FUS suppressor: 6%; TDP-43 yeast inh: -9%[0.397 µM]; aSyn rescue: -3%; EPAC2 antagonist: 6%; EPAC2 agonist: -3%
